S100A4 inh HTS – inhibitors of S100A4-myosin IIA peptide binding, primary screen, biochemical, fluorescence polarization, TAMRA-MyoIIA peptide; inhibition, % at 10.7 µM; Protein S100-A4 (Homo sapiens), P26447; 0.14% of 360,000 active; AID 652163, 2013;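 active = mean inhibition of at least 70% across replicates, with every replicate also reaching that level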
Target sequence (P26447 whole entry, looked up): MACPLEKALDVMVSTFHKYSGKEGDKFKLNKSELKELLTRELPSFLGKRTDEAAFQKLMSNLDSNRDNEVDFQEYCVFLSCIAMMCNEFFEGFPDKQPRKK
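Test system – S100A4 monomer (human) · Compound – single-point compound testing · Schedule – 5 min incubation before reading · Probe or stimulus – TAMRA-labelled myosin IIA heavy-chain peptide probe, 5 nM · Benchmarks – neutral control DMSO, positive control TFP · Medium – Calcium-containing HEPES buffer, pH 7.2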
CASP6 VEID inh – human caspase-6 inhibitors, primary screen, biochemical, VEID-R110 fluorescence, single point, set 2; P55212; purified caspase-6, Z-VEID-R110 cleavage fluorescence; 0.53% of 350,000 active; inhibition, % at 12.5 µM;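 active = mean inhibition across replicates at least about 35%, with every replicate also reaching that limit, limit read from the data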;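 note: 0% = median of neutral control wells and 100% = no fluorescence left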
Target sequence (P55212 24-179 limits assumed): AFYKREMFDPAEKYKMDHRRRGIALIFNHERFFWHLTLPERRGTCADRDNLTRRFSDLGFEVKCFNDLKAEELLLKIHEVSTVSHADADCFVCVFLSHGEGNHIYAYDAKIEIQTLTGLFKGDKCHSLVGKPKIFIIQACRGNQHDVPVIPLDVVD
Target sequence (P55212 194-293 limits assumed): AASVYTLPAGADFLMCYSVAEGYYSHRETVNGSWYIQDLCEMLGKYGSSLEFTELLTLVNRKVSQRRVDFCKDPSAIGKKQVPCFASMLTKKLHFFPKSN
FN deposition inh – inhibitors of fibronectin matrix deposition, primary screen, AH1F cells, Alexa488-fibronectin fluorescence, plate reader; AH1F fibroblasts, overnight; inhibition, % at 12.6 µM; 0.086% of 350,000 active;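 active = mean inhibition across replicates of 30% or more, regardless of how many single replicates reach that level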;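 note: positive control wells lacked labelled fibronectin entirely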
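Measured by – fluorescence 485/525 nm · System – AH1F fibroblast monolayer, labelled fibronectin deposition · Amount – 10000 cells per well · Buffer or medium – serum-reduced DMEM (2% serum) · Doses – single dose, pinned · Also added – fluorescent fibronectin at 24 nM final · Schedule – 1 h cell attachment, overnight exposure to compound and label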
SIRT5 block – SIRT5 desuccinylase inhibitors, primary screen, biochemical, fluorescence imaging, single point, set 5 | NAD-dependent protein deacylase sirtuin-5, mitochondrial (Homo sapiens), Q9NXA8 | Purified SirT5, succinyl-peptide AMC, trypsin-coupled fluorescence | inhibition, % at 15 µM | 1.1% of 330,000 active | AID 652115, 2013; in the data active = inhibition above about 15%
Target sequence (Q9NXA8 whole entry, looked up): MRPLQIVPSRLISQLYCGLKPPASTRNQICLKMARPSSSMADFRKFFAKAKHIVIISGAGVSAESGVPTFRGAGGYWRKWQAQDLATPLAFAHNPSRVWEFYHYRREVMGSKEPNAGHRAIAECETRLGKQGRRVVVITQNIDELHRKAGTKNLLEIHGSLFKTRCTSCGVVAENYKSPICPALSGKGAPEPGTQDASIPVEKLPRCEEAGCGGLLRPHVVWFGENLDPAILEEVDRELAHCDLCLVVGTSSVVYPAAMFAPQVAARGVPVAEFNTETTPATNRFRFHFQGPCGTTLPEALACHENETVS
C2C12 statin – suppressors of statin myotoxicity in C2C12 myotubes, primary screen, cell-based, single point, plate reader | C2C12 myotubes + simvastatin, ATP luminescence, 48 h; scaled: DMSO 0, geranylgeraniol control 100 | rescue of ATP level, % at 7.49 µM | 0.78% of 330,000 active;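 active = mean ATP rescue above about 67%, or every replicate alone reaching that limit, limit read from the data, passing the limit was not always enough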;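 note: myotubes were challenged with 10 µM simvastatin during compound exposure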
LGR2 inh – inhibitors of bursicon-induced LGR2 CRE-luciferase signal, primary screen, cell-based, HEK293, CRE-luciferase reporter, bursicon stimulation. inhibition, % at 9.99 µM. 0.35% of 380,000 active. AID 720647, 2013. bursicon-stimulated, 4 h;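 active = drop in luminescence signal, shown as inhibition above about 50% in the replicate tests, limit read from the data, passing the limit was not always enough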;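 note: agonist challenge used bursicon conditioned medium at about half maximal strength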
esBAF inh – Bmi1 luciferase reporter increase in mESCs, primary screen, esBAF inhibitor project, mouse ES cells, Bmi1 luciferase knock-in, single point | 2% of 350,000 active | reporter increase, % at 12.5 µM | 24 h; 100% = twice the neutral-well signal | AID 602393, 2012; in the data active = activation above about 40%;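 note: 0% = median of the plate's neutral control wells and 100% = double that signal; a rise in the Bmi1 reporter signal indicates esBAF inhibition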
The depositor's hits bear a star; / = no result given. An excerpt, so the mix of outcomes need not match the whole.

SMILES	S100A4 inh HTS	CASP6 VEID inh	FN deposition inh	SIRT5 block	C2C12 statin	LGR2 inh	esBAF inh
COc1ccc(N(CC(=O)NC2CC3CCC2C3)S(=O)(=O)c2ccc(C)cc2)cc1OC (stereo not given)	-3.4	1.6	4.9	-2.8	7.0	-2.5	0.3
Clc1ccc(-c2noc(/C=C/c3ccccc3)n2)cc1	0.8	-2.5	-2.4	0.1	-10.4	-8.1	30.8
CCOCCCNC(=O)C(NC(=O)c1ccc(NC(C)=O)cc1)c1ccccc1 (stereo not given)	4.3	2.2	17.0	-7.4	-0.1	10.4	3.0
O=C(NCc1n[nH]c(=S)n1-c1ccc(Cl)c(Cl)c1)c1ccco1	5.4	3.5	11.5	-2.8	9.6	3.9	-6.4
CCCC#Cc1ccc2c(c1)O[C@@H](CN(C)C(=O)NCCC)[C@@H](C)CN([C@H](C)CO)S2(=O)=O	-3.0	-0.8	/	12.2	61.3	-16.2	-8.0
Cc1ccc(-c2ccc(CN3C(CC(C)C)C(=O)N(Cc4cn(CCC5OCCO5)nn4)CCS3(=O)=O)cc2)cc1 (stereo not given)	-7.4	2.9	-10.9	13.4	-7.8	7.3	-0.2
CC1CCN(C(=O)COC(=O)c2ccc3c(c2)C(=O)N(Cc2ccco2)C3=O)CC1	-0.3	2.1	-1.3	-1.6	-10.0	1.3	-5.8
COc1ccc(-c2nnc(SCC(=O)N/N=C/c3ccccc3C(=O)O)n2-c2ccccc2)cc1	0.9	0.6	5.2	2.8	/	-13.7	/
Cc1noc(C)c1S(=O)(=O)Nc1ccc2c(c1)C(=O)N([C@@H](C)CO)C[C@H](C)[C@@H](CN(C)S(=O)(=O)c1ccc(Cl)cc1)OCCCC[C@@H](C)O2	-10.8	1.7	6.2	2.4	44.0	10.4	7.1
C[C@@H]1CN(S(=O)C(C)(C)C)[C@@H](CCO)/C1=C\CCO (stereo not given in full)	0.6	-1.9	10.2	-4.6	1.3	-0.2	-0.3
Cc1cc(C(=O)CSc2n[nH]c(N)n2)c(C)n1-c1cccc(F)c1	-0.5	1.3	/	0.9	24.5	-10.3	31.8
CC1C=NC(S(=O)(=O)N2CC[C@@H]3[C@H](CO)N(C)c4ccc(-c5cccc(F)c5)cc4[C@@H]32)=N1 (stereo not given in full)	-17.4	-1.6	9.8	-7.8	-25.5	-4.2	-0.9
O=C(CCc1nc(-c2ccccc2)no1)Nc1cccc(C(=O)NC2CC2)c1	-3.4	-4.0	3.7	-5.7	-2.3	-9.6	0.9
O=S(=O)(NC1CC1)c1ccc(Br)cc1N1CCC[C@H]1CO	-0.8	-0.1	-10.0	2.5	-2.3	-25.1	-5.9
COc1ccc(S(=O)(=O)N(C)C[C@@H]2OCCCC[C@@H](C)Oc3ccc(NC(=O)NC4CCCCC4)cc3C(=O)N([C@@H](C)CO)C[C@H]2C)cc1	-4.8	-2.3	1.2	-1.7	/	14.2	-0.2
C/C(=N\NC(=O)c1nnn(-c2nonc2N)c1-c1ccccc1)c1ccco1	2.1	0.7	/	-4.1	9.6	15.2	4.0
CSCCC(NC(=O)c1c(C)oc2c1CCCC2)C(=O)O (stereo not given)	/	/	8.1	/	4.3	/	6.8
Cc1ccc(S(=O)(=O)N(C)C[C@@H]2Oc3ccc(NC(=O)NC4CCCCC4)cc3C(=O)N([C@H](C)CO)C[C@@H]2C)cc1	-1.7	-1.2	/	7.6	-158.6	11.5	-2.2
CNC(=S)N1N=C(c2ccc(C)cc2)CC1c1ccc(OC)c(OC)c1 (stereo not given)	/	/	/	/	3.3	-16.4	-2.2
C[C@@H]1CN([C@@H](C)CO)C(=O)c2cc(NS(=O)(=O)c3ccc(Cl)cc3)ccc2O[C@@H]1CN(C)Cc1ccc(C(=O)Nc2ccccc2N)cc1	-9.2	-2.2	/	3.9	11.8	5.6	-21.5

Twelve entries from above, arranged by count of non-hydrogen atoms, descending:
SMILES	S100A4 inh HTS	CASP6 VEID inh	FN deposition inh	SIRT5 block	C2C12 statin	LGR2 inh	esBAF inh
COc1ccc(S(=O)(=O)N(C)C[C@@H]2OCCCC[C@@H](C)Oc3ccc(NC(=O)NC4CCCCC4)cc3C(=O)N([C@@H](C)CO)C[C@H]2C)cc1	-4.8	-2.3	1.2	-1.7	/	14.2	-0.2
Cc1ccc(S(=O)(=O)N(C)C[C@@H]2Oc3ccc(NC(=O)NC4CCCCC4)cc3C(=O)N([C@H](C)CO)C[C@@H]2C)cc1	-1.7	-1.2	/	7.6	-158.6	11.5	-2.2
COc1ccc(-c2nnc(SCC(=O)N/N=C/c3ccccc3C(=O)O)n2-c2ccccc2)cc1	0.9	0.6	5.2	2.8	/	-13.7	/
CCCC#Cc1ccc2c(c1)O[C@@H](CN(C)C(=O)NCCC)[C@@H](C)CN([C@H](C)CO)S2(=O)=O	-3.0	-0.8	/	12.2	61.3	-16.2	-8.0
CC1CCN(C(=O)COC(=O)c2ccc3c(c2)C(=O)N(Cc2ccco2)C3=O)CC1	-0.3	2.1	-1.3	-1.6	-10.0	1.3	-5.8
C/C(=N\NC(=O)c1nnn(-c2nonc2N)c1-c1ccccc1)c1ccco1	2.1	0.7	/	-4.1	9.6	15.2	4.0
CNC(=S)N1N=C(c2ccc(C)cc2)CC1c1ccc(OC)c(OC)c1 (stereo not given)	/	/	/	/	3.3	-16.4	-2.2
Cc1cc(C(=O)CSc2n[nH]c(N)n2)c(C)n1-c1cccc(F)c1	-0.5	1.3	/	0.9	24.5	-10.3	31.8
O=C(NCc1n[nH]c(=S)n1-c1ccc(Cl)c(Cl)c1)c1ccco1	5.4	3.5	11.5	-2.8	9.6	3.9	-6.4
O=S(=O)(NC1CC1)c1ccc(Br)cc1N1CCC[C@H]1CO	-0.8	-0.1	-10.0	2.5	-2.3	-25.1	-5.9
Clc1ccc(-c2noc(/C=C/c3ccccc3)n2)cc1	0.8	-2.5	-2.4	0.1	-10.4	-8.1	30.8
C[C@@H]1CN(S(=O)C(C)(C)C)[C@@H](CCO)/C1=C\CCO (stereo not given in full)	0.6	-1.9	10.2	-4.6	1.3	-0.2	-0.3

The list continues.
SMILES	S100A4 inh HTS	CASP6 VEID inh	FN deposition inh	SIRT5 block	C2C12 statin	LGR2 inh	esBAF inh
C/C=C/c1cnc2c(c1)C(=O)N([C@H](C)CO)C[C@@H](C)[C@H](CN(C)S(=O)(=O)c1ccc(C)cc1)O2	19.9	0.5	5.6	1.4	/	-4.9	-2.9
O=C(C[C@@H]1C=C[C@H](NC(=O)Nc2cc(F)ccc2F)[C@H](CO)O1)NCc1ccc2c(c1)OCO2	2.8	-1.0	6.4	6.5	5.9	24.1	3.2
O=C(CNc1ccc2ccccc2c1)N/N=C/c1ccc([N+](=O)[O-])o1	17.3	0.8	8.0	-1.6	41.0	/	-10.0
CCOC(=O)CN1C(=O)N[C@@H](c2cccc(C(F)(F)F)c2)C(C(=O)OC)=C1C	-5.9	1.1	-6.3	/	7.1	1.2	2.9
CCOC(=O)Cc1csc(CC(N)=O)n1	2.2	2.5	2.2	-4.0	/	0.1	/
C/C=C/C(=O)NCCc1ccc(OC)c(OC)c1	-6.8	0.3	1.8	2.9	/	0.4	/
O=S(=O)(CC=CCS(=O)(=O)c1ccccc1)c1ccccc1	1.9	0.6	6.0	/	4.2	-12.3	-0.1
Cc1ccc(CNc2cnccn2)s1	-2.9	-1.3	2.3	-3.1	2.8	-0.9	0.6
CCCCN(C(=O)c1ccc(OC)c([N+](=O)[O-])c1)c1c(N)n(CCC)c(=O)[nH]c1=O	-13.7	-0.1	4.0	3.2	-0.7	-4.4	-8.5
COc1ccc(C(=O)NCC(=O)NCC2(N(C)C)CCCCC2)cc1OC	/	/	11.7	/	-0.6	/	4.6
COc1cc(NC(=O)c2ccccc2[N+](=O)[O-])ccc1NC(=O)c1cc2ccccc2o1	-1.9	0.5	0.7	4.2	/	15.8	/
Cc1ccc(N2Cc3ccccc3C2=O)cc1	-3.7	0.4	-1.7	-0.7	-23.5	0.7	-20.9
COc1ccc(NC(=O)C2c3ccccc3OCC(=O)N2Cc2ccc3c(c2)OCO3)cc1 (stereo not given)	2.8	-1.9	-7.2	2.8	/	-3.0	/
CCCNC(=O)Nc1ccc2c(c1)C(=O)N(C)C[C@H](OC)[C@@H](C)CN[C@@H](C)CO2	16.7	0.2	-4.3	-8.6	-4.7	18.3	4.8
Cc1noc(C)c1NC(=O)Nc1cccc2c1O[C@@H](CN(C)C(=O)NC1CCCCC1)[C@@H](C)CN([C@H](C)CO)C2=O	5.6	1.6	2.1	3.8	-3.3	-7.4	-3.3
CCS(=O)(=O)Nc1ccc2c(c1)C(=O)N(C)C[C@@H](OC)[C@@H](C)CN(C(=O)C1CCC1)[C@H](C)CO2	6.5	0.6	/	4.8	8.3	19.2	-1.8
O=C(Nc1ccc(Cl)c(Cl)c1)Nn1cnnc1	1.0	-0.3	7.3	3.3	8.0	12.7	-9.3
COc1ccc(C(=O)NCc2nnc(SCC(=O)Nc3nnc(C)s3)o2)cc1OC	3.5	-1.8	-1.7	3.8	-3.3	/	-1.8
CCc1ccc(N(C(=O)c2ccco2)C(C(=O)NC2CCCC2)c2ccncc2)cc1 (stereo not given)	-1.7	0.3	7.1	5.2	-20.4	-7.2	42.0*
CC1(C(=O)N2CCN(c3ccc([N+](=O)[O-])cc3)CC2)CC1(Cl)Cl (stereo not given)	1.2	-0.5	-5.4	1.9	-27.1	-3.5	-10.2
COc1cc(CN2CCN(Cc3ccc(C)cc3)C(CCO)C2)ccc1O (stereo not given)	0.0	-0.8	-4.9	-2.1	/	1.9	/
OC(COCc1ccccc1)CN1CCN(c2ccccc2F)CC1 (stereo not given)	/	/	2.2	/	-0.4	/	-5.0
Cc1ccc(S(=O)(=O)Nc2ccc3c(c2)C(=O)N([C@@H](C)CO)C[C@H](C)[C@H](CN(C)C(=O)CCCN(C)C)OCCCC[C@H](C)O3)cc1	2.7	-1.3	4.2	-3.0	/	-15.6	-3.4
S=C(NCC1COc2ccccc2O1)Nc1ccccc1 (stereo not given)	22.2	2.3	2.8	-1.1	/	-5.8	/
Cc1ccc2c(c1)C(c1ccncc1)=NNC(c1cccnc1)=N2	-6.7	-0.3	-4.7	-5.2	11.8	/	-9.0
CCn1c(=O)c(C(=O)CN(C)CC(=O)Nc2ccccc2Br)c(N)n(Cc2ccccc2)c1=O	-38.9	25.2	-2.0	-2.2	4.2	20.1	5.9
CCc1cccc(NC(=O)COC(=O)CSc2ccc(C)cc2)c1	-1.2	1.1	-5.5	-1.0	0.9	-15.6	-6.3
Cc1ncc([N+](=O)[O-])n1CCOC(=O)Nc1ccc(Cl)c(Cl)c1	/	/	5.1	/	-6.8	/	1.0
COC(=O)c1ccc(Oc2nc(Nc3ccc(C)c(C)c3)nc(N(C)C)n2)cc1	/	/	-7.2	/	-34.8	-10.6	-6.6
COCC#Cc1ccc2c(c1)O[C@H](CN(C)C(=O)Nc1ccccc1F)[C@@H](C)CN([C@H](C)CO)S2(=O)=O	3.2	-3.2	/	-0.5	23.4	4.5	-8.6
CCN(C[C@H]1N[C@@](CC)(C(=O)OC)[C@H]2C(=O)N(Cc3ccccc3)C(=O)[C@@H]12)S(=O)(=O)c1ccc(C)cc1	-0.2	0.9	8.8	/	-10.4	-6.6	0.8
